# Screening results (PubChem)
# HEK293 NOD2/NF-kB – NOD2 signaling inhibitors, cell-based, luminescence, uHTS, HEK293 (AID 1566). HEK293 NOD2/NF-kB luciferase reporter, luminescence; higher % means a stronger effect. inhibition, % at 4 µM, or EC50 in µM where a hit was titrated. 290,000 tested, 0.63% active; note: many of its hits are not listed in these tables
# P. falciparum M1AAP – P. falciparum M1AAP inhibitors, biochemical, fluorogenic H-Leu-NHMec substrate, 1536-well (AID 1445); Aminopeptidase N (Plasmodium falciparum (isolate 3D7)); recombinant M1AAP, H-Leu-NHMec fluorogenic kinetic assay; higher % means a stronger effect; inhibition, % at 30 µM; hits with a dose series show IC50 in µM; 220,000 tested, 0.42% active;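 active = primary inhibition above the hit cutoff, then over 50% inhibition at one or more dose response concentrations, cut at about 23% in these data, passing the limit was not always enough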;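 note: plate controls were DMSO full reaction for no effect and no enzyme background for full effect; strong numbers were not always called active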
# KOR beta-arrestin-1 – KOR agonists, beta-arrestin recruitment, primary screen, cell-based, luminescence, uHTS (AID 1777); Kappa-type opioid receptor (Homo sapiens); KOR beta-arrestin recruitment, luminescence; higher % means a stronger effect; one-dose activation, % at 10 µM; EC50 in µM for titrated hits; 280,000 tested, 0.02% active; in the data active = activation above about 50%, passing the limit was not always enough; note: a part of the inactive calls stands beside numbers as strong as those of hits
# KOR beta-arrestin-2 – KOR antagonists, beta-arrestin recruitment, cell-based, luminescence, uHTS (AID 1778). KOR beta-arrestin recruitment, luminescence, antagonist mode; higher % means a stronger effect. inhibition, % at 10 µM, or IC50 in µM where a hit was titrated. 290,000 tested, 0.091% active; note: strong numbers were not always called active
# AID2073 – inhibitors of Mint1-CaV2.2 protein interaction, biochemical, HTRF (AID 2073); HTRF protein-protein interaction, Mint1-CaV2.2; higher % means a stronger effect; inhibition, % at 20 µM, or IC50 in µM where a hit was titrated; 290,000 tested, 0.19% active; in the data active = inhibition mostly above about 51%, no sharp cut-off; note: some results filed as inactive read as strong as hits
# P. falciparum M17LAP – P. falciparum M17LAP inhibitors, primary screen, biochemical, fluorogenic H-Leu-NHMec substrate, 1536-well (AID 1619); 220,000 tested, 0.38% active; inhibition, % at 30 µM; hits with a dose series show IC50 in µM; recombinant M17LAP, H-Leu-NHMec fluorogenic kinetic assay; higher % means a stronger effect;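 active = compound inhibiting the enzyme by more than half at any dose during confirmatory dose-response retesting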;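 note: plate controls were full reaction with DMSO carrier for no effect and no enzyme background for full effect; strong numbers were not always called active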
# Dynein cargo inh – inhibitors of GR-EGFP nuclear translocation, primary screen, dynein cargo transport inhibitor project, imaging, high-content, 3617.4 mouse cells; test concentration mostly 20 µM; stimulated with dexamethasone, 1 µM; stronger effect = lower value; z-score, hits read low; 220,000 tested, 0.47% active;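 active = plate z-score of nuclear minus cytoplasmic receptor signal below a set negative limit, without overly bright fluorescence or cell loss, cut at about -3.5 in these data, passing the limit was not always enough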;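 note: z-score of nuclear minus cytoplasmic ring GR-EGFP intensity difference per well; some compounds called inactive have numbers as strong as hits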
#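 Buffer or medium: tetracycline-free induction medium containing charcoal-stripped FBS / Reagent: dexamethasone agonist, 1.0 µM final, for 30 min / Technique: automated 10x imaging of fixed Hoechst-stained cells / Times: induction 48 h, compound 1 h, agonist 30 min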
# NOD1 NF-kB reporter – NOD1 signaling inhibitors, primary screen, cell-based, luminescence, uHTS (AID 1578) | NOD1-driven NF-kB luciferase reporter cells, luminescence; higher % means a stronger effect | inhibition, % at 4 µM, or EC50 in µM where a hit was titrated | 290,000 tested, 1% active; in the data active = inhibition mostly above about 36%, no sharp cut-off; inactive = mostly below about 34%;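 note: HEK-293T reporter cells stimulated with the NOD1 agonist gamma-tri-DAP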
# GPR55 activation – GPR55 agonists via beta-arrestin recruitment, primary screen, imaging, U2OS cells, beta-arrestin-GFP redistribution (AID 1961) | G-protein coupled receptor 55 (Homo sapiens) | U2OS GPR55 beta-arrestin-GFP redistribution imaging; higher % means a stronger effect | one-dose activation, % at 10 µM; EC50 in µM for titrated hits | 290,000 tested, 0.048% active;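 active = activation above 40% with more than 50 cells counted in the well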;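 note: U2OS osteosarcoma cells stably expressing GPR55 and beta-arrestin-GFP; plate controls were DMSO negative control for no effect and LPI positive control for full effect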
# Dynein cargo inh cytoplasmic EGFP – second read-out of Dynein cargo inh, no call of its own (marks repeat the call); z-score; measured here: cytoplasmic GR-EGFP intensity; stronger effect = higher value
# Dynein cargo inh nuclear GR-EGFP – further read-out of Dynein cargo inh, marked with its call; z-score; measured here: nuclear GR-EGFP intensity;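 lower value marks the stronger effect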
# Dynein cargo inh cell count – further read-out of Dynein cargo inh, marked with its call; z-score; measured here: cell count per field
# Active calls of the source: *; · = no result given; [ ] = another dose, or the depositor's remark. Cut-off read from the data, not from the text of the source, unless noted: active = inhibition above about 50%; inactive = the rest. This is a subset; the hit share may differ from the screen's.
SMILES,HEK293 NOD2/NF-kB,P. falciparum M1AAP,KOR beta-arrestin-1,KOR beta-arrestin-2,AID2073,P. falciparum M17LAP,Dynein cargo inh,Dynein cargo inh cytoplasmic EGFP,Dynein cargo inh nuclear GR-EGFP,Dynein cargo inh cell count,NOD1 NF-kB reporter,GPR55 activation
CCC(=O)Nc1ccc(NC(=O)CSc2nnnn2-c2cccnc2)cc1C,22%,-2%,0.3%,5%,2%,-1%,-0.2,-0.22,0.37,0.43,4%,0.0%
Cc1cc(O)c(C=Nc2cccc(Cl)c2)c(=O)o1,-8%,14%,-2.3%,5%,6%,-4%,0.076,-0.21,0.24,0.26,-19%,-0.1%
COc1ccc(-c2nc(NC(=O)c3ccccc3)sc2-c2ccc([N+](=O)[O-])cc2)cc1,27%,3%,-1.6%,11%,13%,-3%,0.18,0.28,-0.14,-0.36,40%,-0.1%
Cc1cc(C)c(C)c(OCC(=O)N2CCCCCC2)c1,5%,5%,-4.1%,12%,-1%,9%,0.16,-0.16,-0.032,-0.18,-8%,-0.1%
COc1ccccc1C(=O)Nc1c2c(nn1-c1cccc(C)c1C)CS(=O)C2 (centres undefined),-9%,5%,5.6%,-35%,5%,-7%,-0.67,-0.2,-0.095,0.33,-13%,-0.1%
Cc1ccc(CNC(=O)COc2cc(O)c3c(c2)OC(C)(C)CC3=O)cc1,7%,·,0.8%,-61%[20 µM],11%,·,·,·,·,·,-14%,0.4%
Nc1ccc(SC(F)(F)F)cc1,6%,-3%,-3.2%,8%,-4%,0%,-0.67,-0.28,-0.048,-0.059,-25%,-0.4%
COc1ccc(C(=O)c2c(O)cc(-c3ccc(OC)cc3)oc2=O)cc1,7%,3%,8.3%,-31%,14%,0%,0.1,-0.22,0.093,-0.47,-25%,-0.8%
Cc1ccccc1NC(=O)c1ccc2c(O)c(S(=O)(=O)c3ccccc3)c(=O)[nH]c2c1,0%,·,0.2%,2%,6%,·,·,·,·,·,-12%,0.2%
Brc1ccccc1C1N=C(c2ccccc2)NO1 (centres undefined),-52%,·,0.1%,-28%,-2%,·,·,·,·,·,-96%,0.2%
COc1cc(C)c(NC(=O)C(=S)NCc2ccccc2)cc1C,-1%,-4%,1.7%,-30%,-5%,-6%,0.78,-0.2,1.3,-1.4,-28%,0.1%
CC1CCCCC1NC(=O)CCS(=O)(=O)c1ccc2c(c1)NC(=O)CS2 (centres undefined),4%,·,-1.4%,-16%,6%,·,·,·,·,·,-6%,0.0%
Cc1onc(-c2ccccc2Cl)c1C(=O)NCc1ccccc1F,0%,·,1.6%,7%,-1%,·,·,·,·,·,-38%,-0.1%
COc1ccc2nc(SCC(=O)Nc3nccs3)[nH]c2c1,-7%,-1%,-3.1%,0%,3%,1%,0.85,-0.072,1.1,-0.62,-39%,-0.2%
Cn1c(SCC(=O)N2CCOCC2)nnc1-c1ccc2ncccc2c1,-8%,0%,0.0%,12%,-3%,6%,-0.51,-0.2,0.079,0.73,1%,-0.2%
c1cncc(-c2nc3c(ccc4ccccc43)[nH]2)c1,-13%,7%,1.1%,-10%,0%,-9%,-0.21,0.095,0.24,0.68,-38%,0.0%
Cc1ccc(S(=O)(=O)N2CCCOC2CNC(=O)C(=O)NCc2ccccc2C)cc1 (centres undefined),16%,·,1.2%,-4%,-2%,·,·,·,·,·,-6%,-0.2%
CC(/C=C/c1cccs1)=C\C(=O)O,4%,8%,6.9%,-46%,12%,26%,0.6,-0.18,-0.3,-0.11,46%,-0.1%
O=S(=O)(NCc1ccc2c(c1)OCO2)c1c(F)cc(F)cc1Br,6%,·,-2.6%,-22%,-4%,·,·,·,·,·,-29%,-0.2%
CCOC(=O)Cn1c(SC)nc2sc3c(c2c1=O)CC(C)(C)OC3,26%,1%,-0.5%,20%,-1%,6%,-0.24,-0.013,0.34,-0.058,-8%,-0.3%

# Fetched by structure from above (six):
SMILES,HEK293 NOD2/NF-kB,P. falciparum M1AAP,KOR beta-arrestin-1,KOR beta-arrestin-2,AID2073,P. falciparum M17LAP,Dynein cargo inh,Dynein cargo inh cytoplasmic EGFP,Dynein cargo inh nuclear GR-EGFP,Dynein cargo inh cell count,NOD1 NF-kB reporter,GPR55 activation
CCOC(=O)Cn1c(SC)nc2sc3c(c2c1=O)CC(C)(C)OC3,26%,1%,-0.5%,20%,-1%,6%,-0.24,-0.013,0.34,-0.058,-8%,-0.3%
COc1ccc2nc(SCC(=O)Nc3nccs3)[nH]c2c1,-7%,-1%,-3.1%,0%,3%,1%,0.85,-0.072,1.1,-0.62,-39%,-0.2%
c1cncc(-c2nc3c(ccc4ccccc43)[nH]2)c1,-13%,7%,1.1%,-10%,0%,-9%,-0.21,0.095,0.24,0.68,-38%,0.0%
Cn1c(SCC(=O)N2CCOCC2)nnc1-c1ccc2ncccc2c1,-8%,0%,0.0%,12%,-3%,6%,-0.51,-0.2,0.079,0.73,1%,-0.2%
Cc1ccccc1NC(=O)c1ccc2c(O)c(S(=O)(=O)c3ccccc3)c(=O)[nH]c2c1,0%,·,0.2%,2%,6%,·,·,·,·,·,-12%,0.2%
Cc1onc(-c2ccccc2Cl)c1C(=O)NCc1ccccc1F,0%,·,1.6%,7%,-1%,·,·,·,·,·,-38%,-0.1%

# Continued.
SMILES,HEK293 NOD2/NF-kB,P. falciparum M1AAP,KOR beta-arrestin-1,KOR beta-arrestin-2,AID2073,P. falciparum M17LAP,Dynein cargo inh,Dynein cargo inh cytoplasmic EGFP,Dynein cargo inh nuclear GR-EGFP,Dynein cargo inh cell count,NOD1 NF-kB reporter,GPR55 activation
Cc1ccccc1OCC(=O)N/N=C/c1c(C)nn(-c2ccccc2)c1Cl,-2%,10%,-0.8%,1%,14%,-2%,0.67,0.093,1.3,-0.7,-27%,0.5%
COc1ccccc1CC(=O)Nc1c[nH]c(=O)[nH]c1=O,7%,-6%,2.1%,16%,8%,-1%,0.075,-0.25,-0.19,0.18,-9%,0.7%
C1CCC(Nc2nc3nonc3nc2N2CCSCC2)C1,-13%,4%,-4.0%,-19%,14%,1%,3.8,0.017,2.8,-2.4,6%,-0.1%
CC(C)(C)c1cc(-c2ccccc2)no1,-7%,3%,-0.1%,7%,8%,9%,0.98,0.0041,0.5,-0.34,-4%,-0.1%
Cc1ccc(NC(=O)C2CCN(S(C)(=O)=O)CC2)cc1,9%,-1%,1.4%,8%,-4%,4%,-1.4,-0.24,-0.6,1.2,5%,-0.1%
Cc1ccc2sc(NNC(=O)c3ccc4c(c3)OCCO4)nc2c1C,11%,-8%,-0.5%,-39%,18%,-7%,0.24,-0.25,1.1,-0.13,38%,0.2%
CCN(CC(=O)N1CCCC1)S(=O)(=O)c1ccc2ccccc2c1,-1%,·,5.8%,-52%[20 µM],0%,·,·,·,·,·,-34%,-0.1%
CCNC(=O)N1CCCC(C(=O)c2ccc3cc(OC)ccc3c2)C1 (centres undefined),10%,3%,-4.4%,-19%,15%,-72%,-0.47,-0.25,-0.25,0.048,-35%,-0.2%
O=C(O)c1ccccc1OCCOc1ccccc1C(=O)O,15%,0%,-3.1%,10%,-7%,32%,-0.43,-0.23,-0.17,1.2,-10%,-0.1%
O=C(COc1cc2oc(=O)c3c(c2cc1Cl)CCC3)NCc1ccncc1,7%,·,-0.9%,-22%,6%,·,·,·,·,·,-22%,0.5%
CCOc1ccc(NS(=O)(=O)c2ccc3[nH]c(=O)c(=O)[nH]c3c2)cc1,8%,10%,2.3%,-3%,0%,13%,0.11,-0.35,-0.29,-0.14,-30%,-0.2%
O=C1C(C2=NC(c3ccccn3)C3C(=O)N(c4ccc(OC(F)(F)F)cc4)C(=O)C23)=C(O)c2ccccc21 (centres undefined),-43%,-1%,3.1%,22%,7%,-7%,-0.49,-0.28,0.6,0.075,-8%,-0.2%
CCOC(=O)c1ccc(CNC(=O)c2n[nH]c(=O)c3ccccc23)o1,9%,5%,3.5%,-42%,0%,-11%,-0.54,-0.24,-0.12,0.43,22%,0.0%
CCC(C(=O)Nc1cc(C(=O)Nc2cc(C)ccn2)ccc1Cl)c1ccccc1 (centres undefined),-5%,2%,-1.4%,7%,0%,7%,0.14,-0.22,0.2,-0.01,-1%,-0.3%
O=C(COc1ccc(Br)cc1)Nc1nnc(-c2cccnc2)s1,14%,-4%,7.6%,-5%,-17%,-6%,1.7,-0.097,0.52,-0.66,-2%,-0.2%
COCc1cc(Sc2ccc(Cl)cc2Cl)nc(-c2ccccc2)n1,15%,4%,3.0%,-7%,-6%,-6%,-0.093,-0.19,-0.24,0.5,-15%,-0.2%
CC(=O)N(CCc1ccccc1)Cc1cc2cc(C)ccc2[nH]c1=O,10%,·,-6.1%,1%[20 µM],8%,·,·,·,·,·,-25%,-0.2%
CCNC(=S)N/N=C/c1ccc(OCc2ccc(C(=O)OC)cc2)cc1,-5%,8%,-1.1%,-30%,35%,6%,-0.61,-0.13,-0.38,0.48,-23%,0.0%
Cn1ncc2c(N3CCOCC3)ncnc21,13%,0%,-2.9%,-2%,-7%,10%,-0.1,-0.19,0.3,0.3,-12%,0.0%
S=C(Nc1cccnc1)NC1CCCCCCC1,7%,-4%,9.5%,-6%,-4%,12%,0.87,-0.25,0.48,0.15,-12%,0.2%
Cc1onc(-c2ccccc2)c1NC(=O)Nc1ccc(OC(F)F)cc1,4%,5%,3.5%,-4%,-7%,5%,-0.97,-0.25,-0.55,0.18,4%,-0.2%
CCOc1ccc(NC(=O)CC(C)S(=O)(=O)c2ccc3c(c2)NC(=O)CO3)cc1 (centres undefined),-4%,·,0.9%,-42%,-2%,·,·,·,·,·,-45%,-0.2%
O=C(CSc1nncc2ccccc12)Nc1ccc(C(=O)O)cc1,12%,·,5.4%,-18%,-13%,·,·,·,·,·,-9%,-0.1%
COc1cc(OC)cc(C(=O)Nc2cccnc2)c1,-3%,4%,6.1%,-40%,-5%,-6%,-0.065,-0.2,0.1,0.76,-42%,0.0%
